PRMT1 FP inh = PRMT1 methyltransferase inhibitors, primary screen, biochemical, fluorescence polarization | recombinant PRMT1, activity-based probe fluorescence polarization | inhibition, % at 2.79 µM | hit rate 1.3% among 370,000 | AID 652257, 2013;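 active means inhibition above about 21% made by adding two undisclosed values, limit read from the data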
LEDGF integ inh = blockers of LEDGF/p75-dependent integrase strand transfer – biochemical, TR-FRET, high throughput, primary screen. HIV-1 integrase (with human LEDGF/p75). hit rate 0.64% among 370,000. TR-FRET IN-LEDGF/p75 DNA integration, Eu/Cy5. AID 743269, 2014. inhibition, % at 3.7 µM;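 active means inhibition above the screen-wide mean plus 3 SD, cut at about 13% in these data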;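 further: signal is the Cy5 over europium emission ratio at 671 and 618 nm; 0% = plate median of compound wells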
TCR CD3 inh = inhibitors of human TCR-CD3 interaction, primary screen, biochemical, fluorescence, TAMRA-labeled TCR probe. T-cell receptor (TCR). inhibition, % at 9.4 µM. hit rate 0.37% among 360,000. AID 651800, 2012; in the data active means inhibition above about 19%;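 further: recombinant mutant TCR 2C K166C tagged with TAMRA read by polarization; 0% = receptor in buffer alone and 100% = receptor with positive control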
UHRF1 MBD2 ctr = UHRF1 methylated DNA binding inhibitors, primary screen, counter-screen for MBD2 inhibitor project, biochemical, TR-FRET, human UHRF1, single concentration. E3 ubiquitin-protein ligase UHRF1 (Homo sapiens), Q96T88. UHRF1 binding to methylated oligo. inhibition, % at 4.4 µM. hit rate 0.75% among 370,000. AID 687016, 2013; in the data active means inhibition above about 21%;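 further: UHRF1 SRA domain binding a hemimethylated CpG hairpin DNA probe; 0% = median of test compound wells and 100% = reference inhibitor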
mABHD4 FP = ABHD4 inhibitors, primary screen, biochemical, fluorescence polarization, mouse; purified mABHD4, FP-Rh probe fluorescence polarization; inhibition, % at 8.92 µM; hit rate 0.54% among 370,000;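 active means inhibition exceeding the mean over every tested compound plus 3 SD, cut at about 30% in these data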;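 further: 0% = plate median of compound wells and 100% = S159A mutant with DMSO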
Target sequence (Q8VD66 whole entry, looked up): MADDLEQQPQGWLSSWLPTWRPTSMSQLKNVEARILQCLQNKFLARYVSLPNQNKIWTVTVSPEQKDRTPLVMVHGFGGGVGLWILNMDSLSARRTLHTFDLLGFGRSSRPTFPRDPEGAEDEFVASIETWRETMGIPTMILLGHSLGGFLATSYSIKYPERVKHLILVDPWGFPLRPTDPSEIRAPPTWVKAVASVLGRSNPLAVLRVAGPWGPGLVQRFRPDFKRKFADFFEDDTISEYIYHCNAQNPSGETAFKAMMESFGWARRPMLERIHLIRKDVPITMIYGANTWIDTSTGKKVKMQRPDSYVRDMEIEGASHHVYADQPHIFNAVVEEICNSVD
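assay system = mABHD4 protein | compound dosing = single nominal dose of 8.92 µM, 0.89% DMSO final | read-out basis = percent inhibition of probe binding, normalized to plate controls | schedule = Enzyme–compound pre-incubation 45 min, then probe 60 min, both 25 °C | detection = fluorescence polarization, excitation 525 nm, emission 598 nm, BODIPY TMR filters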
rCAG binder = binders of r(CAG) RNA repeats, primary screen, biochemical, fluorescence | r(CAG) RNA repeat, TO-PRO-1 dye displacement fluorescence | inhibition, % at 3 µM | hit rate 1.3% among 370,000;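 active means inhibition above the plate cutoff, the mean of all test compounds on that plate plus 3 SD, cut at about 35% in these data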;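 further: 0% = DMSO alone and 100% = 100 µM mitoxantrone as full dye displacement; higher means more dye released from RNA so lower well fluorescence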
Rev-erbA mod = modulators of Rev-erb alpha DNA binding, primary screen, biochemical, FITC-DNA, fluorescence polarization, uHTS | Nuclear receptor subfamily 1 group D member 1 (Homo sapiens), P20393 | Rev-erbα–FITC-DNA binding, 90 min | activity, % at 10 µM | hit rate 0.79% among 370,000;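 active means activity above about 14%, limit read from the data; passing the limit was not always enough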;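 further: 0% = DMSO wells with 35 nM protein and 100% = DMSO wells with 750 nM protein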
Target sequence (P20393 whole entry, looked up): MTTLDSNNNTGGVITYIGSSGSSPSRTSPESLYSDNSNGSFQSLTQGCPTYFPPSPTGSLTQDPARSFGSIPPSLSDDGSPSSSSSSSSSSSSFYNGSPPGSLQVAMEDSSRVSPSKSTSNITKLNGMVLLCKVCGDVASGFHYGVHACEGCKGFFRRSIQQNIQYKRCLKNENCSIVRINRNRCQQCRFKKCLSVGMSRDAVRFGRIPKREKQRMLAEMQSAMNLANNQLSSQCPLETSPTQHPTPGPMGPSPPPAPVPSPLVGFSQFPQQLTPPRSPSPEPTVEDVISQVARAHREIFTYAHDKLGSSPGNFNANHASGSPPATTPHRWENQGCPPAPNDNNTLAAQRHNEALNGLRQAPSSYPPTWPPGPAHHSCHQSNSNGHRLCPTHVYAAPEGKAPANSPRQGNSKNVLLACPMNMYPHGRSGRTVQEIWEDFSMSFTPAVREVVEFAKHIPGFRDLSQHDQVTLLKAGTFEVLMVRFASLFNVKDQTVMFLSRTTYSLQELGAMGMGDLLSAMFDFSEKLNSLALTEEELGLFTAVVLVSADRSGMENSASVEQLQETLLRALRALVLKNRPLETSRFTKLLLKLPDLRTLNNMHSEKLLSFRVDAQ
MBD2 inh = inhibitors of MBD2 binding to methylated DNA, primary screen, biochemical, TR-FRET, DNA-binding domain, human. AID 686964, 2013. inhibition, % at 4.4 µM. MBD2 binding to methylated oligonucleotide. Methyl-CpG-binding domain protein 2 (Homo sapiens), Q9UBB5. hit rate 0.31% among 370,000; in the data active means inhibition above about 13%
PG9 binder = binders of HIV-1 gp120 antibody PG9, primary screen, biochemical, TR-FRET; HIV-1 gp120 / PG9 antibody interaction; TR-FRET gp120-PG9 antibody binding; inhibition, % at 6.7 µM; hit rate 0.43% among 360,000; AID 624416, 2012; in the data active means inhibition above about 8.5%
HTRA1 inhibitor = HTRA1 serine protease inhibitors, primary screen, biochemical, fluorescence polarization, HTS; recombinant HTRA1, FP-rhodamine activity-based probe; inhibition, % at 5.96 µM; hit rate 0.5% among 340,000; in the data active means inhibition above about 36%;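 further: 0% = enzyme with DMSO and 100% = wells lacking enzyme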
Starred values were filed as active, the others as inactive; . = no result given.

SMILES	PRMT1 FP inh	LEDGF integ inh	TCR CD3 inh	UHRF1 MBD2 ctr	mABHD4 FP	rCAG binder	Rev-erbA mod	MBD2 inh	PG9 binder	HTRA1 inhibitor
CCCCC[C@@H](/C=C/C1C(=O)C=C[C@H]1C/C=C\CCCC(=O)O)OC(C)=O (stereo partly drawn)	3	3	-6	0	-1	17	1	-6	-1.5	-6
COc1ccc(CN(C)C(=O)c2cnc(C)cn2)c(OC)c1OC	6	2	-1	0	1	-3	-1	6	-2.3	11
COc1ccccc1CNC(=O)C1CC2Cn3c(nc4cc(Cl)c(Cl)cc43)C2N1C (stereo not drawn)	-2	3	8	8	-15	1	-1	-1	-1.1	7
C=CCNc1nc(N2CCOCC2)nc(N2CCOCC2)n1	-2	-2	12	-1	-2	-4	0	-2	2.2	0
Cn1c(COc2ccccc2)nnc1SCC(=O)c1cccc([N+](=O)[O-])c1	2	1	6	2	11	6	-1	-4	-1.3	-3
Cc1nn(C)c(Cl)c1/C=N/OC(=O)c1ccccc1	2	-3	-3	1	1	0	-8	-1	-0.4	-4
Cc1ccc(S(=O)(=O)N[C@@H](Cc2ccccc2)C(=O)N2CCC(C(=O)N[C@H](C(=O)O)C(C)O)CC2)cc1 (stereo partly drawn)	7	-5	4	0	3	1	6	4	-1.2	8
COc1ccccc1OCC(=O)NNC(=O)C1CCN(c2ncnc3sc(C)c(C)c23)CC1	-4	2	3	1	-5	-2	2	-1	-0.1	-3
COCC(=O)Nc1ccc(Nc2ccccc2)cc1	0	2	1	0	0	-1	2	2	-6.9	47*
COC(=O)[C@]12C[C@H](CC(=O)NCc3ccc(C)o3)C(=O)N(Cc3ccc(Cl)cc3Cl)C1=C[C@H](C(C)C)O[C@@H]2C1CC1	1	4	.	-2	-16	2	-7	4	.	.
Cn1c(CN2CCN(C(=O)c3ccc(F)cc3)CC2)nc2cc([N+](=O)[O-])ccc21	4	-4	-1	16	7	-5	-4	2	-2.7	3
Cc1sc(NC(=O)Nc2ccccc2)c(C(N)=O)c1C	5	-4	-2	-4	5	2	-2	6	0.6	4
COC(=O)CCCC1=CC2=CC(=O)C(C)(OC(=O)c3cccs3)C(=O)C2=CN1CC1CC1 (stereo not drawn)	4	1	5	-2	13	5	0	-13	-3.2	2
Cc1cc2cc(CN3C(=O)c4ccccc4C3=O)ccc2[nH]1	-4	4	7	1	0	10	-1	-3	3.8	-2
O=C(Nc1ccccc1)c1ccc(-n2cnnn2)cc1	-2	1	9	1	-1	4	-2	3	-2.3	-4
O=C(CCn1c(=O)oc2ccccc21)N1CCc2ccccc21	-4	-1	0	-1	2	-3	-4	1	0.5	10
COc1cc(S(=O)(=O)N2CCN3CCCC3C2)ccc1-n1cnnn1 (stereo not drawn)	-1	1	0	2	3	-4	0	-2	-0.1	2
Cc1cc(N2C(=O)C3CC=CCC3C2=O)cc(C)c1Br (stereo not drawn)	1	1	7	-2	2	-3	-2	-1	0.6	-2
COc1ccc(Cl)cc1C(=O)NNC(=S)NC(=O)c1cc(-c2ccccc2)nc2ccccc12	0	2	5	0	2	3	3	2	0.2	2
COc1ccc(OCC(=O)NNC(=O)Nc2cccc(Cl)c2)cc1	2	4	3	0	1	-1	0	0	-0.9	-3
Cc1n[nH]c(=O)c2c(NC(=O)COC(=O)c3cccc(OC(F)F)c3)oc(C)c12	6	-5	1	4	-6	2	-4	0	-0.1	-1
Cc1cccc(NCC(=O)N/N=C\c2ccc[nH]2)c1	-6	1	-5	0	-1	7	2	-5	-1.9	10
O=C(NCc1ccc(Cl)cc1)c1ccccc1CCc1ccccc1	0	-1	2	-1	-8	-4	-5	-4	-0.4	-27
c1ccc2c(c1)nc(Nc1ccc(N3CCCCC3)cc1)c1nncn12	5	-1	-3	0	0	5	-5	4	-1.9	6
CNC(=S)N1N=C(c2ccc(Br)cc2)CC1c1ccc(N(C)C)cc1 (stereo not drawn)	-1	3	2	0	-8	-1	5	0	-3.8	3
Cc1ccc(OCC(=O)N/N=C\c2c(C)[nH]n(-c3ccccc3)c2=O)c([N+](=O)[O-])c1	0	-8	7	-5	13	31	-1	-3	-3.2	3
O=c1c2ccccc2ncn1-c1ccccc1[N+](=O)[O-]	1	-3	-1	0	0	1	-4	1	-2.0	-3
CCCn1c(SCC(=O)NC(=O)Nc2ccc(C)cc2C)n[nH]c1=O	0	-4	3	-2	-1	-5	4	-2	-0.7	-11
Cc1cccc(C)c1NC(=O)c1sccc1SCC#N	-1	3	3	-1	-3	2	0	-1	-0.1	-2
O=C1c2ccccc2NC2(CCCC2)N1N=C1CCCC1	-1	2	-5	-6	2	1	-4	-7	2.1	4
Oc1ccc(Br)cc1C=Nc1ccc2[nH]ncc2c1	4	-5	-1	-4	9	0	1	-5	-2.5	3
Cc1ccc(N=c2ssnc2Cl)cc1	70*	1	3	-9	7	-2	4	2	1.8	11
OC(CN1CCN(C(c2ccccc2)c2ccccc2)CC1)c1ccc(Br)cc1 (stereo not drawn)	1	0	-4	-3	5	-1	4	1	-0.5	-17
O=C(Nc1ccccn1)[C@@H]1CCC(=O)N1C(=O)OCc1ccccc1	0	-2	9	4	1	-1	4	-2	1.1	-4
CCOc1cc(C(=S)N2CCOCC2)ccc1OC(=O)c1cccc(C)c1	6	-6	-1	0	-8	-1	3	-3	-0.8	-13
CC1=NN(c2ccccc2)C(=O)C1c1ccccc1 (stereo not drawn)	-1	-2	-2	2	8	3	0	1	-6.2	3
CSc1nc2ccc(S(=O)(=O)N3CCCCC3)cc2s1	0	-1	7	1	4	0	-3	-3	0.5	1
CN(C)C(C)(C)/C=C/C(O)(c1ccccc1)c1ccccc1	0	-5	-1	-2	-4	-1	-3	0	-1.0	1
CCCc1nnc(NC(=O)c2ccc(N3C(=O)C4C5C=CC(C5)C4C3=O)cc2)s1 (stereo not drawn)	-1	2	-1	-1	2	-2	2	0	-1.9	-12
CC(=O)NC(c1ccccc1)c1nc(-c2ccc(Cl)cc2)cs1 (stereo not drawn)	-2	3	3	-1	-1	2	5	-2	0.9	.

The closing four entries of the section above are carried over, then new ones follow:
SMILES	PRMT1 FP inh	LEDGF integ inh	TCR CD3 inh	UHRF1 MBD2 ctr	mABHD4 FP	rCAG binder	Rev-erbA mod	MBD2 inh	PG9 binder	HTRA1 inhibitor
CSc1nc2ccc(S(=O)(=O)N3CCCCC3)cc2s1	0	-1	7	1	4	0	-3	-3	0.5	1
CN(C)C(C)(C)/C=C/C(O)(c1ccccc1)c1ccccc1	0	-5	-1	-2	-4	-1	-3	0	-1.0	1
CCCc1nnc(NC(=O)c2ccc(N3C(=O)C4C5C=CC(C5)C4C3=O)cc2)s1 (stereo not drawn)	-1	2	-1	-1	2	-2	2	0	-1.9	-12
CC(=O)NC(c1ccccc1)c1nc(-c2ccc(Cl)cc2)cs1 (stereo not drawn)	-2	3	3	-1	-1	2	5	-2	0.9	.
CCOC(=O)C1=C(CSc2nc3c(cc2C#N)CN(C)CC3)OC(N)=C(C#N)C1c1ccccc1 (stereo not drawn)	19	6	2	-3	16	23	5	2	-1.2	16
COc1ccc(-c2cc(C(=O)Nc3cccnc3Cl)no2)cc1OC	8	-3	-4	2	-7	-1	39*	7	-0.3	2
CN(CCc1ccccn1)C(=O)[C@@H](Cc1ccccc1)NC(=O)[C@H]1O[C@@H](n2ccc(=O)[nH]c2=O)[C@H](O)[C@@H]1O	2	-1	4	1	2	2	3	-2	1.5	.
Nc1cc(=O)n(Cc2ccccc2)c(=O)n1-c1ccc(F)cc1	-3	2	3	0	-8	1	0	4	-0.4	-3
Cc1ccc(Cc2c(-c3cccc(Cl)c3)nc3cc(C)c(Br)c(C)n23)cc1	6	2	-4	-2	-1	7	8	4	0.6	.
CCc1ccc(NC(=S)Nc2ccc3[nH]c(=O)[nH]c3c2)cc1	5	-3	-9	2	12	0	-5	5	-1.1	3
Cc1ccc(CS(=O)(=O)Cc2ccc(C(=O)NC3CCCC3)o2)cc1	-2	0	3	-1	-2	-2	-7	-2	-1.3	-2
COC(=O)CC1(C(=O)OC)Nc2cc(Cl)c(Cl)cc2S(=O)(=O)N1O (stereo not drawn)	-5	5	38*	1	-2	6	3	-1	0.5	0
COc1cccc(CNC(=O)CCCN2C(=O)C(c3ccccc3)Oc3cccnc32)c1OC (stereo not drawn)	-1	4	10	-3	3	-5	5	-5	-1.6	-7
Cc1ccc[n+](CC(=O)N2CCCc3ccccc32)c1	-4	-3	2	-4	2	-1	8	3	0.8	11
COc1ccc(N2CCN(CCNC(=O)c3nnc(Cc4c(F)cccc4Cl)o3)CC2)cc1	-2	1	6	-1	4	-7	-5	1	-0.8	3
CCN(CC)S(=O)(=O)c1cccc(NC(=O)C(=O)c2c(-c3ccccc3)cc3ccccn23)c1	-2	-2	7	-1	-7	12	4	4	0.2	-37
O=C(O)/C=C/c1cnc2ccccc2n1	-1	4	0	-6	5	2	-3	-2	0.3	-1
CCC(CO)Oc1cc(NCc2ccccn2)c2ncn(C(C)C)c2c1 (stereo not drawn)	0	1	5	-1	3	-8	-2	-3	-2.0	8
Cc1ccc(CSCC(=O)N/N=C/c2cccc(OC3CSC3)c2)cc1	2	0	4	-3	-1	1	-1	-2	2.1	-5
O=S(=O)(NCCCCCNS(=O)(=O)c1ccc(F)cc1)c1ccc(F)cc1	-1	2	-8	-1	2	-5	8	-8	0.5	-6
CNC(=S)N1CCN(C(=O)C2CCCO2)CC1 (stereo not drawn)	-5	0	7	-2	2	-3	-4	-7	2.0	1
Cc1c(C)n(Cc2ccc(F)cc2)c2ccc(C(=O)NCCN3CCOCC3)cc12	3	-5	4	5	-4	-2	6	10	-1.0	7
COc1ccc(CC2CC(=O)N(c3ccc(C)cc3)C2=O)cc1 (stereo not drawn)	2	-4	-10	0	6	-5	6	8	0.7	-2
CCOC(=O)c1[nH]c2ccc(Br)cc2c1NC(=O)CCN1CCCC(C)(C)C1	-1	-1	5	-2	4	-6	1	-5	-0.9	-16
CCOC(=O)C1CCN(C(=O)Cn2nc(C)n3nc(-c4ccc(CC)cc4)cc3c2=O)CC1	4	-5	-3	1	1	-1	14	3	-0.3	8
Cc1cccc(NC(=O)C2CCN(c3ncccn3)CC2)c1C	7	-1	.	1	-1	-2	5	2	.	.
CCn1nc([N+](=O)[O-])c(C(C#N)c2nc3cc(C(F)(F)F)ccc3s2)c(Cl)c1=O (stereo not drawn)	28*	1	1	-6	85*	94*	7	0	-0.3	79*
CCc1cc2c(SCC(=O)N3CCN(C(=O)c4cccs4)CC3)ncnc2s1	0	1	1	6	3	1	-2	1	-1.0	-3

High-throughput results: PubChem BioAssay, several laboratories

These rows are one share of the data (hit frequency here may not be typical).
